Screening results from PubChem BioAssay.
BCR signal inh: chronic active BCR signaling inhibition; ABC-DLBCL IkBa-CBG/CBR reporter, luminescence ratio, 4 h; Potency, µM (highest dose often 46.1 µM), for inactives: at the highest dose ratio change, negative = lower green/red ratio, usual class: inhibitors; hit rate 0.05% among 340,000; AID 493014; active means well fitted inhibition curve with a large enough effect in the signal ratio, with a control signal flat, not every such curve was filed as active; inconclusive means small, poorly fitted or top-dose-only effect, or effect the other way, or a change in a side signal; the % refers to the signal ratio;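 further: potency means the concentration at half of the fitted maximal effect; plate controls were basal doxycycline-induced cells for no effect and cells given 10 µM MG132 for full effect; MG132 reads +100%, hits lower the ratio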
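Concentration-response series (up to 46 uM) were applied to TMD8 dual-reporter cells for 4 h at 37C with doxycycline. Green/red ratio, after filter-overlap correction, defined %Activity; red signal alone was normalised to basal cells and zero luminescence.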
PTAP TSG101 blk: blocks PTAP/TSG101 interaction to inhibit HIV-1 budding; Potency, µM (doses to about 115 µM), without a hit: at the highest dose activity change, negative = inhibition, most hits filed as inhibitors; Fluorescence polarization, FITC-PTAP peptide / Tsg101 binding; 340,000 tested, under 10 active; active means well fitted inhibition curve with a large enough effect in the main read-out, with a control signal flat, not every such curve was filed as active; inconclusive means small, poorly fitted or top-dose-only effect, or effect the other way, or a change in a side signal; inactive means no such curve, though single readings can be large or run the other way; further: potency means the concentration at half of the fitted maximal effect; % of control where 0% means no effect
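Steps: Tsg101 binding domain dispensed (10 uM final), compounds pinned in DMSO, FITC-labeled PTAP-motif peptide added (50 nM final); after 20 min binding at room temperature, polarization measured.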
GALK inhibitor: galactokinase (human) inhibition; Purified GALK, Kinase-Glo residual ATP luminescence; Potency, µM (doses to about 57.5 µM), without a hit: at the highest dose activity change, negative = inhibition, hits mostly inhibitors; hit rate 0.007% among 270,000; AID 1868; further: potency means the concentration at half of the fitted maximal effect; on the % scale 0 is the no-effect control and ±100 the full control effect
Target sequence (P51570 whole entry, looked up): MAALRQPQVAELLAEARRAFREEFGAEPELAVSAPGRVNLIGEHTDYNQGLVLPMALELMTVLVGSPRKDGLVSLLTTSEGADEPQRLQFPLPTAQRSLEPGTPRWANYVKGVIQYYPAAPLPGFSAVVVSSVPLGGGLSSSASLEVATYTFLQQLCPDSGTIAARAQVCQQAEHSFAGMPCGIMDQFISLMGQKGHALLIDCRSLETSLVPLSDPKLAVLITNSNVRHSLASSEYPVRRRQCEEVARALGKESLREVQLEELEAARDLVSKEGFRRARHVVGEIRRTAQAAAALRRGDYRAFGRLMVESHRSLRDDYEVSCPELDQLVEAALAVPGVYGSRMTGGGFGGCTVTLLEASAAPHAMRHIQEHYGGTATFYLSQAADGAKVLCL
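Compounds were pin-transferred into ATP buffer (35 uM final), then GALK plus galactose (5 nM, 100 uM final) was added. After 1 h at room temperature, Kinase-Glo Plus was added and luminescence read after 10 min.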
Tb PFK block: T. brucei PFK enzyme inhibition; hit rate 0.17% among 330,000; O15648; T. brucei PFK, ADP-Glo luminescence; Potency, µM (series often up to 57.5 µM), for the others: top-dose activity, negative = inhibition, hits mostly inhibitors;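 further: potency means the concentration at half of the fitted maximal effect; 0% = uninhibited 1x PFK enzyme wells and -100% = no-enzyme wells; nearly all actives have a fitted effect of over 60% in size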
Target sequence (O15648 whole entry, looked up): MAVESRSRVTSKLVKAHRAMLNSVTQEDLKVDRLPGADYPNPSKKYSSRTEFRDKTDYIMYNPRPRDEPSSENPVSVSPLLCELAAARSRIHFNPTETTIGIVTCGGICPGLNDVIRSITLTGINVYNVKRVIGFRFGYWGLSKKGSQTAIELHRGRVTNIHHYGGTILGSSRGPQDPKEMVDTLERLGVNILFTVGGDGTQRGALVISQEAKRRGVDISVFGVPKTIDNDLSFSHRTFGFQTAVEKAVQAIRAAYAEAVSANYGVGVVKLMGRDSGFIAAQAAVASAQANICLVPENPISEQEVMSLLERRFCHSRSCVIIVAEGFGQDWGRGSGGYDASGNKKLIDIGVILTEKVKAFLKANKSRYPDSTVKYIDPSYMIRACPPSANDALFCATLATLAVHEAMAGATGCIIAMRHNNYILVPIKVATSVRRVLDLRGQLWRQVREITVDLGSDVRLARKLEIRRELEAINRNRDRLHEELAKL
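Activity is normalized to no-enzyme wells (full inhibition) and 1.25 nM enzyme wells (no inhibition). Reaction: 0.5 mM F6P, 0.1 mM ATP, 45 min RT, ADP-Glo luminescence; concentration-response curves fitted and classed by quality.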
Menin-MLL TR inh: displaces Texas Red mutant MLL peptide from human menin. Menin + Texas Red MLL mutant peptide, fluorescence polarization. hit rate 0.23% among 270,000. Potency, µM (titrated, usually from 61.6 µM), for inactives: at the highest dose FP activity change, negative = inhibition, most hits filed as inhibitors. AID 1768; active means well fitted inhibition curve with a large enough effect in the polarisation, with a control signal flat, not every such curve was filed as active; inconclusive means small, poorly fitted or top-dose-only effect, or effect the other way, or a change in a side signal; inactive means no such curve, though single readings can be large or run the other way; the % refers to the polarisation; further: potency means the concentration at half of the fitted maximal effect; % of control where 0% means no effect; many of its hits are not listed in these tables
PKM2 act: PKM2 (human) enzyme activation; P14618; purified PKM2, Kinase-Glo ATP luminescence, activation; response scale: 0% is enzyme alone, no compound; Potency, µM (series often up to 57.5 µM), inactives show at the highest dose activation, usual class: activators; hit rate 0.34% among 260,000; AID 1631; further: potency means the concentration at half of the fitted maximal effect; on the % scale 0 is the no-effect control and ±100 the full control effect; nearly all actives have a fitted effect of over 55% in size
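hPK-M2, >95% pure; 0.1 mM ADP / 0.5 mM PEP final; imidazole pH7.2 buffer w/ 7 mM MgCl2, 50 mM KCl; 1 h RT; Kinase-Glo lum. Intermediate enzyme activity for dual inhibitor/activator qHTS.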
Giardia kill: Giardia lamblia killing. Giardia lamblia trophozoite viability. activity change, % at 7.66 µM, hits read low. hit rate 0.15% among 340,000; in the data active means activity change below about -80%; inconclusive means between about -30% and that limit;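 further: parasites exposed to compound for two days anaerobically before the ATP read; on the % scale 0 is the no-effect control and ±100 the full control effect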
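Trophozoite viability was measured as ATP-dependent luminescence, read 15-30 min after reagent addition. Before that, parasites at 100 cells/well were exposed to compounds for 48 h, anaerobically, at 37 deg C.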
B2AR arrestin: recruits beta-arrestin to the human beta2-adrenergic receptor; beta-arrestin recruitment to beta2AR, cell-based reporter; P07550; Potency, µM (top dose mostly 46.1 µM), for inactives: at the highest dose activation, most hits filed as activators; AID 492947; hit rate 0.02% among 330,000;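 further: potency means the concentration at half of the fitted maximal effect; 0% = DMSO controls and full agonism = EC100 isoproterenol or metaproterenol; nearly all actives have a fitted effect of over 65% in size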
FBPA coupling cs: inhibits coupling enzyme system, counter-screen for aldolase hits. coupling enzyme system counterscreen, AmpLite Red fluorescence. activity change, negative = inhibition, % at 58.2 µM, hits read low. hit rate 0.67% among 290,000. AID 2472; in the data active means activity change below about -30%; further: on the % scale 0 is the no-effect control and ±100 the full control effect
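Counterscreen of the coupled detection system alone, without aldolase: glyceraldehyde-3-phosphate coupling enzymes plus AmpLite Red readout. Compounds at 57.5 uM final, 10 min RT preincubation, 20 min RT reaction, fluorescence 525/598 nm.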
ASM inhibitor: blocks human secretory acid sphingomyelinase; P17405; placental ASM, HMU-PC fluorogenic substrate, 60 min; Potency, µM (top dose mostly 57.5 µM), without a hit: at the highest dose activity change, negative = inhibition, hits mostly inhibitors; hit rate 0.006% among 340,000; AID 504937; further: potency means the concentration at half of the fitted maximal effect
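Human placenta-derived ASM preincubated with compound 10 min at room temperature, then reacted with 9 uM (final) fluorogenic HMU-PC substrate for 60 min at 37 C. Stop solution raises pH to 10; fluorescence read at Ex 386/Em 447 nm.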
a7 integrin act: activators of alpha7 integrin expression for muscular dystrophy; alpha7betagal myoblasts, beta-gal FDG fluorescence, 48 h; Potency, µM (highest dose often 38.3 µM), inactives show at the top dose activation, hits mostly activators; hit rate 0.064% among 350,000; AID 624291;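 further: potency means the concentration at half of the fitted maximal effect; 100% = response of the positive control SU9516; nearly all actives have a fitted effect of over 60% in size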
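Alpha7betagal+/- myoblasts (passage 13) were plated 16-24 hr, then exposed to compounds (1:260 dilution of DMSO stock) for 48 hours at 37C. After MPER lysis, β-galactosidase reporter activity was read as FDG fluorescence (ex 480/em 540) after 30 minutes.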
An asterisk follows results filed as active; u = inconclusive; x = no result given; [ ] = dose if it differs, or a comment. Unless noted, the call rests on the fitted dose curve; in most records, active means well fitted curve in the direction sought with a large enough effect; inconclusive means small, poorly fitted or top-dose-only effect, or another doubt; inactive means no such curve, though single readings can be large; an effect the other way counts as inactive or inconclusive.

nr	mol	BCR signal inh	PTAP TSG101 blk	GALK inhibitor	Tb PFK block	Menin-MLL TR inh	PKM2 act	Giardia kill	B2AR arrestin	FBPA coupling cs	ASM inhibitor	a7 integrin act
1	CCN(C(=O)CSc1nc2ccccc2c(=O)n1-c1ccccc1F)C1CCS(=O)(=O)C1 (centres undefined)	u	-11%	x	1%	x	x	7	0.0%	x	0%	-15%
2	CCCC(C(=O)NCC1CCCO1)N(Cc1ccco1)C(=O)CNS(=O)(=O)c1ccccc1 (centres undefined)	2%	-4%	6%	3%	2%	-3%	-14	0.3%	1	5%	18%
3	CCOC(=O)c1cc(CC)sc1/N=C/C1C(=O)CC(C)(C)CC1=O	0%	-5%	0%	-4%	2%	6%	-3	4.5%	3	1%	-9%
4	COc1ccc(Cl)cc1C(=O)NCC(c1ccco1)N(C)C (centres undefined)	-24%	-1%	1%	2%	37%[activator]	5%	-10	-0.7%	0	-15%	21%
5	Cc1cc(C)nc(N2CCCC(C(=O)NCc3ccccc3F)C2)n1 (centres undefined)	9%	-4%	-1%	1%	-2%	0%	4	-0.2%	-3	1%	12%
6	Cc1ccccc1C1c2[nH]c3ccccc3c2C[C@H]2C(=O)N(C3CCN(Cc4ccccc4)CC3)CC(=O)N12 (some centres undefined)	-8%	x	-1%	3%	u	x	x	-0.7%	-3	x	x
7	CC(=O)N1CCN(S(=O)(=O)c2cccc(C(=O)Nc3nccs3)c2)CC1	0%	-3%	1%	0%	2%	1%	5	-1.0%	-2	3%	15%
8	Cc1ccc2c(=O)cc(C(F)F)oc2c1	u	-5%	0%	-2%	-12%	-8%	4	5.6%	3	0%	11%
9	Cc1cnc(C(=O)OCC(=O)NC(C)c2ccccc2)cn1 (centres undefined)	1%	-4%	x	-4%	x	x	9	0.0%	x	4%	8%
10	Cc1c(Cl)cccc1NC(=O)CCC(=O)NNC(=O)c1ccccc1Cl	-10%	-6%	x	1%	-7%	7%	12	0.0%	1	26%	12%
11	Cc1cccc(N2C(=O)C3C4C=CC(CC4)C3C2=O)c1 (centres undefined)	8%	1%	-3%	-4%	-13%	0%[11.5 µM]	u	-0.1%	0	0%	3%
12	O=S(=O)(NCC1CCCO1)c1cccc2nsnc12 (centres undefined)	1%	-8%	3%	0%	14%	-7%	-10	-1.6%	1	0%	4%

Five structures out of the list, ordered by length of the SMILES, largest number first.
nr	mol	BCR signal inh	PTAP TSG101 blk	GALK inhibitor	Tb PFK block	Menin-MLL TR inh	PKM2 act	Giardia kill	B2AR arrestin	FBPA coupling cs	ASM inhibitor	a7 integrin act
2	CCCC(C(=O)NCC1CCCO1)N(Cc1ccco1)C(=O)CNS(=O)(=O)c1ccccc1 (centres undefined)	2%	-4%	6%	3%	2%	-3%	-14	0.3%	1	5%	18%
7	CC(=O)N1CCN(S(=O)(=O)c2cccc(C(=O)Nc3nccs3)c2)CC1	0%	-3%	1%	0%	2%	1%	5	-1.0%	-2	3%	15%
5	Cc1cc(C)nc(N2CCCC(C(=O)NCc3ccccc3F)C2)n1 (centres undefined)	9%	-4%	-1%	1%	-2%	0%	4	-0.2%	-3	1%	12%
12	O=S(=O)(NCC1CCCO1)c1cccc2nsnc12 (centres undefined)	1%	-8%	3%	0%	14%	-7%	-10	-1.6%	1	0%	4%
8	Cc1ccc2c(=O)cc(C(F)F)oc2c1	u	-5%	0%	-2%	-12%	-8%	4	5.6%	3	0%	11%

Later entries:
nr	mol	BCR signal inh	PTAP TSG101 blk	GALK inhibitor	Tb PFK block	Menin-MLL TR inh	PKM2 act	Giardia kill	B2AR arrestin	FBPA coupling cs	ASM inhibitor	a7 integrin act
13	O=C(CCN1C(=O)c2ccccc2C1=O)Nc1ccc(S(=O)(=O)N2CCOCC2)cc1	-1%	-2%	-1%	-1%	13%	12%	-1	0.0%	3	0%	-15%[7.66 µM]
14	COc1cc(/C=N/NC(=O)CCc2ccccc2)ccc1O	5%	2%	-3%	7%	-26%	9%	3	0.0%	0	34%	18%
15	O=C1CCCC/C1=C/NCc1ccc(F)cc1	u	-3%	1%	0%	4%	-2%	17	0.1%	0	-1%	17%
16	O=C(Nc1ccccc1-c1ccccc1)c1ccccc1[N+](=O)[O-]	u	-2%	-6%	2%	6%	-9%[11.5 µM]	-2	-0.8%	3	-3%	4%
17	O=C(c1ccco1)N1CCN(S(=O)(=O)c2cccc3nsnc23)CC1	-3%	-3%	1%	15%	-13%	26%	-12	0.1%	2	1%	1%
18	Cc1ccccc1/C=C/c1cccc[n+]1C	2%	-7%	-1%	5%	u	-17%	7	0.1%	0	-1%	u
19	CCN(CC(=O)NC(C)(C)C)Cc1cc(=O)n2c(-c3ccccc3)csc2n1	-2%	-2%	16%	-1%	u	-3%	-27	0.1%	1	-1%	-23%
20	Oc1c(Cl)cc(Cl)cc1/C=N/c1nc(-c2ccc(Cl)cc2)cs1	-4%	-10%	5%	2%	u	4%	4	-0.9%	-1	6%	-6%
21	CC12CN(S(=O)(=O)c3ccccc3)CC(C)(CN(S(=O)(=O)c3ccccc3)C1)C2	-3%	0%	1%	5%	-9%	-1%	-4	0.4%	2	3%	5%
22	COc1cc2c(cc1OC)[C@@H]1O[C@](CCCCN3C(=O)c4ccccc4C3=O)(C2)Oc2cc(C)n(-c3ccccc3)c(=O)c21	u	x	x	0%[11.5 µM]	12%[11.7 µM]	5%[11.5 µM]	x	0.2%[9.22 µM]	-1	x	x
23	CCOC(=O)c1ccc(NC(=O)CCn2nnc3ccccc32)cc1	0%	-4%	-1%	1%	16%	2%	-20	u	4	-1%	17%
24	CCSc1cc(C)nc2c(-c3ccccc3)cnn12	u	-1%	-1%	-3%	x	0%	-22	-1.0%	1	-2%	-11%
25	Cc1ccnc(NC(=O)CCNC(=O)c2ccc(Cl)cc2)c1	-9%	-1%	-1%	1%	x	6%	-7	0.4%	x	3%	-8%
26	COc1cc(CNc2nnnn2C)ccc1OCc1c(F)cccc1Cl	-1%	5%	6%	-2%	16%	1%	-4	0.1%	1	4%	14%
27	Cc1ccccc1C(=O)Nc1nc(=S)ss1	0%	-6%	0%	-11%	-11%	-12%	-14	0.0%	5	3%	22%
28	CN(CCc1ccccn1)C(=O)CC1C(=O)NCCN1Cc1cccc(F)c1 (centres undefined)	-8%	-6%	-4%	0%	x	3%	23	-0.1%	x	29%	-17%
29	COc1cccc(NC(=O)C2CCN(S(=O)(=O)c3ccc4c(c3)NC(=O)C(C)S4)CC2)c1 (centres undefined)	u	-4%	-2%	-3%	x	x	-12	-0.2%	x	-15%	-31%
30	O=S(=O)(NC1CCCCC1Sc1ncccn1)c1ccc(Cl)cc1 (centres undefined)	7%	-1%	1%	-4%	-8%	-11%	9	0.3%	0	-1%	14%
31	CCOC(=O)CCCNC(=O)CCNC(=O)c1ccc(OCCC(C)C)cc1	-17%	-1%	0%	1%	x	-1%	14	0.5%	2	-1%	-20%
32	Cc1ccccc1OCC(=O)OCC(=O)Nc1ccc2c(c1)OCO2	3%	-3%	x	-3%	x	x	2	-0.9%	x	-5%	-22%
33	O=C(CN1CCOCC1)Nc1ccc2c(c1)CCC2	-5%	-2%	0%	1%	x	-1%	-16	-0.3%	1	2%	-6%
34	CCOC(=O)c1sc(NC(=O)CSc2nnnn2-c2ccc(C)cc2)c(C(=O)OCC)c1C	u	3%	-6%	-1%	-4%	0%	-4	-0.1%	0	-1%	-16%
35	CCCCN(C(=O)NC(=O)Nc1ccc(C)cn1)S(C)(=O)=O	1%	-2%	1%	1%	14%	12%	-14	0.2%	3	4%	-15%
36	Cc1ccc2nc(NC(=O)Cc3cccs3)sc2c1	u	-6%	1%	-2%	u	-8%	4	0.2%	-3	-5%	0%

A portion of the library (hit frequency here may not be typical).
